Screening data as filed in PubChem.
RAD52 inh: inhibitors of human RAD52 DNA annealing; recombinant RAD52 DNA annealing, FRET fluorescence; inhibition, % at 18.7 µM; hit rate 0.46% among 360,000; AID 651710;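 active means every replicate showing at least 50% inhibition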
XiGFP reactiv: X-chromosome reactivation activator. XiGFP mouse fibroblasts, % GFP-positive cells imaging, 3 d; cells co-treated with 5-aza-dC sensitizer; scaled so ellipticine positive control = 100%. activation, % at 7.58 µM. hit rate 0.055% among 360,000;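 active means mean normalized replicate activation at least 10% and every replicate at or above 10%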;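 further: 0% = median of on-plate neutral control wells and 100% = ellipticine 6 µM median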
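Schedule: 3 d treatment, 15 min room-temperature fixation; system: 68-5-11 XiGFP fibroblast line; buffer or medium: DMEM plus 5-aza-dC sensitizer; control set: ellipticine 6 µM positive control; compound: one concentration, pinned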
E-sel inducer: induces E-selectin expression in human endothelial cells; AID 686992; activation, % at 7.58 µM; hit rate 0.37% among 260,000; P16581; HUVEC E-selectin immunofluorescence imaging; normalized: neutral wells 0, TNF-alpha wells 100;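 active means mean E-selectin-positive cell signal at least 10% of the positive control, reached in at least 60% of replicates, without over 20% cell loss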;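 further: in these data hits start at about 27%; measured in HUVEC primary endothelial cells; signal is the percent of cells scored E-selectin positive by PE staining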
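material = human umbilical vein endothelial cells (HUVEC), E-selectin induction | quantity = 3,000 cells/well | medium = EGM-2 growth medium on 0.1% gelatin-coated wells | technique = immunofluorescence imaging | read-out basis = % PE-positive cells | control set = TNF-alpha positive control, DMSO neutral control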
esBAF inh: blocks esBAF chromatin remodeling in mouse ES cells; hit rate 2% among 350,000; Bmi1-luciferase knock-in reporter, 24 h; 100% = twice the neutral-well signal; AID 602393; reporter increase, % at 12.5 µM; in the data active means activation above about 40%;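 further: 0% = median of the plate's neutral control wells and 100% = double that signal; a rise in the Bmi1 reporter signal indicates esBAF inhibition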
RAD54 inh: inhibitors of human RAD54 branch migration. Q92698. RAD54 Holliday junction branch migration, FAM/BHQ fluorescence. inhibition, % at 10.4 µM. hit rate 0.14% among 360,000. AID 602329;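 active means mean normalized replicate activity at least 40 and at least half of replicates scoring 40 or more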;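 further: 0% = median of neutral control wells and 100% = median of positive control wells; inhibitors cause a drop in the FAM fluorescence signal; in these data hits start at about 50%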
Target sequence (Q92698 whole entry, looked up): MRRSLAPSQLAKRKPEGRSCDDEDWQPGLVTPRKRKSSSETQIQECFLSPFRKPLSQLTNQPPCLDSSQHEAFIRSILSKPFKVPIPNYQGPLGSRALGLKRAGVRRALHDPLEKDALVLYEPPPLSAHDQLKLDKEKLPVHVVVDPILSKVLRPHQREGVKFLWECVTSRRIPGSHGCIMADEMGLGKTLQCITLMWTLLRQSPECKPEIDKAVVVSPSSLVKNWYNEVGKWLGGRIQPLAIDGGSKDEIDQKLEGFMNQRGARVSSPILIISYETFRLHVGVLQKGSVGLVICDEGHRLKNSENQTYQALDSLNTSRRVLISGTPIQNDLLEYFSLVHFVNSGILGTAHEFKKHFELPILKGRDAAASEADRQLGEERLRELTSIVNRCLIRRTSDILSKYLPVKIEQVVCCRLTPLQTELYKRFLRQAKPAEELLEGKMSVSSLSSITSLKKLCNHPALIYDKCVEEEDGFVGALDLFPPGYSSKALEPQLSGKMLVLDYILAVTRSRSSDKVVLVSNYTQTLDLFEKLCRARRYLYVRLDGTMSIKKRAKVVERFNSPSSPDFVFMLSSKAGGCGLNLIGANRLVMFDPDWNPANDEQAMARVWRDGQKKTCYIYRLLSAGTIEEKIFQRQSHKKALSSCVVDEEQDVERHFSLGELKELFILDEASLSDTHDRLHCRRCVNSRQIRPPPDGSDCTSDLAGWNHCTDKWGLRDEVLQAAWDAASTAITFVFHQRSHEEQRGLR
S100A4 inh HTS: S100A4-myosin IIA interaction inhibition; inhibition, % at 10.7 µM; hit rate 0.14% among 360,000; P26447; S100A4/TAMRA-MyoIIA peptide fluorescence polarization;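 active means mean inhibition of at least 70% across replicates, with every replicate also reaching that level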
Target sequence (P26447 whole entry, looked up): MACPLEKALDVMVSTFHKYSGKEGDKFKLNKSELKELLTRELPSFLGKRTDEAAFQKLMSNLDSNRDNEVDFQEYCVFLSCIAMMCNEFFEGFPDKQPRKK
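System – human S100A4 monomer protein, biochemical binding assay · Buffer or medium – Calcium-containing HEPES buffer, pH 7.2 · Timing – 5 min between mix addition and reading · Also added – TAMRA-labelled myosin IIA heavy-chain peptide probe, 5 nM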
ERp5 inh: inhibitors of human ERp5; ERp5 insulin aggregation, absorbance 650 nm, 90 min; inhibition, % at 9.99 µM; Q15084; hit rate 0.05% among 350,000;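 active means mean replicate inhibition above about 25%, with every replicate also reaching it, limit read from the data, passing the limit was not always enough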
ERAP1 inh: inhibitors of human ERAP1 aminopeptidase; Q9NZ08; recombinant ERAP1, Leu-AMC fluorescence, 60 min; inhibition, % at 10.7 µM; hit rate 0.15% among 340,000;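 active means mean replicate inhibition of at least 30%, or all replicates individually reaching that 30% level; inactive means mean below 30% and not every replicate reaching it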;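 further: 0% = neutral control wells and 100% = L-leucinethiol positive control wells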
An asterisk follows results filed as active; / = not tested or not shown.

#1 CS(=O)(=O)N(CC(=O)N1CCOCC1)c1cccc(F)c1
#2 OCC[C@@H]1C[C@@H](O)[C@H](O)[C@]2(CCCc3ccccc3O2)O1
#3 CC(C)COc1ccc(C(=O)Nc2ccc(SC(F)F)cc2)cc1
#4 Cc1ccc(OCCOC(=O)Nc2ccccc2)cc1
#5 C[C@@H]1CN([C@@H](C)CO)C(=O)Cc2cc(NC(=O)Cc3ccccc3)ccc2O[C@@H]1CN(C)Cc1ccc(Oc2ccccc2)cc1
#6 C/C(=N/NC(=O)c1cccs1)c1ccc(N2CCOCC2)cc1
#7 Cc1ccc(S(=O)(=O)N2CCN(Cc3nnc(-c4c(-c5ccccc5)noc4C)o3)CC2)cc1
#8 COc1c2ccc(C(=O)NCc3cc(C(F)(F)F)cc(C(F)(F)F)c3)cc2nn1C

assay / entry,1,2,3,4,5,6,7,8
RAD52 inh,-13,-6,-21,3,11,-13,-14,-1
XiGFP reactiv,0.2,0.0,0.5,0.0,-0.9,0.0,-0.1,0.0
E-sel inducer,-0.1,-0.2,0.4,/,-8.0,/,-1.0,/
esBAF inh,-5,-5,/,/,-3,38,-22,2
RAD54 inh,-15,-2,/,/,-3,5,12,1
S100A4 inh HTS,3,-5,-1,-5,-11,0,2,0
ERp5 inh,3,-2,5,-6,7,6,/,-2
ERAP1 inh,1,0,0,1,2,2,1,4

#9 C[C@@H]1CN([C@H](C)CO)C(=O)c2cc(NS(=O)(=O)c3ccc(F)cc3)ccc2O[C@@H]1CN(C)Cc1ccc2c(c1)OCO2
#10 C[C@H]1CN([C@@H](C)CO)C(=O)c2cc(-c3ccccc3)cnc2O[C@H]1CN(C)C(=O)C1CCCCC1
#11 COc1ccc(C(=O)NNC(=O)c2ccc(C)cc2)cc1S(=O)(=O)N1CCCC1
#12 CN1CCN(S(=O)(=O)c2ccc(F)cc2)CC1
#13 CCCNC(=O)C[C@@H]1CC[C@H]2[C@@H](COc3ccc(NC(=O)CCC)cc3C(=O)N2C)O1
#14 CCc1nn2c(=O)cc(COC(=O)c3cc(Cl)c(OC)c(OC)c3)nc2s1
#15 CC(C)NC(=O)N(C)C[C@H]1Oc2ccc(NC(=O)CCCN(C)C)cc2C(=O)N([C@H](C)CO)C[C@H]1C
#16 CCOC(=O)N1CCN(C(=O)CCc2ccccc2)CC1

assay / entry,9,10,11,12,13,14,15,16
RAD52 inh,0,-2,-19,1,7,-24,14,-12
XiGFP reactiv,0.0,0.3,0.0,-0.1,0.0,0.0,0.0,-0.1
E-sel inducer,-0.4,-0.2,1.7,0.3,-0.1,/,-12,/
esBAF inh,-3,2,6,-2,1,-7,4,8
RAD54 inh,13,-3,-6,-3,4,7,-8,-9
S100A4 inh HTS,2,0,-1,1,-11,-12,111*,-6
ERp5 inh,0,0,4,-3,-81,-3,0,1
ERAP1 inh,1,4,-3,0,1,5,0,-3

#17 COc1ccc(Nc2nc(NCc3cccs3)nc3ccsc23)cc1OC
#18 CC(=O)N1CC[C@@H]2[C@@H](CO)N(C)c3ccc(-c4ccccc4)cc3[C@@H]21
#19 O=C(Cn1nc(-c2ccccc2)ccc1=O)N1CCOCC1
#20 C[C@H](CO)N1C[C@H](C)[C@@H](CN(C)Cc2ccc(-c3ccccc3)cc2)Oc2ccc(NS(=O)(=O)c3cccs3)cc2C1=O
#21 CCOC(=O)N1CCN(C(=O)C2CCN(C(=O)Nc3ccccc3)CC2)CC1
#22 CCc1cccc(C)c1NC(=O)CN(C)Cc1ccc(Br)cc1
#23 COc1cc(C(=O)OC(C)C(=O)NC(=O)NC2CCCCC2)ccc1OC(F)F (configuration not stated)
#24 Cc1ccc(-c2nnc(SCC(=O)Nc3cccnc3Cl)n2N)cc1

assay / entry,17,18,19,20,21,22,23,24
RAD52 inh,10,-11,13,19,5,-45,-24,-13
XiGFP reactiv,-0.1,0.0,0.1,-0.9,0.4,-0.1,-0.1,-0.1
E-sel inducer,0.0,-0.4,-0.8,1.1,0.3,0.6,/,-0.3
esBAF inh,-5,6,-1,5,4,/,-2,14
RAD54 inh,-1,4,9,16,/,/,-5,0
S100A4 inh HTS,-1,12,0,0,5,-3,-2,1
ERp5 inh,0,-4,1,-1,-6,-3,0,1
ERAP1 inh,1,-1,1,3,1,1,-4,0

#25 Cc1cc(=O)oc2cc(N3C(=O)CC(Cc4ccccc4)C3=O)ccc12 (configuration not stated)
#26 C[C@@H]1CN([C@H](C)CO)C(=O)c2cccc(NC(=O)c3nc4ccccc4s3)c2O[C@H]1CN(C)C(=O)Nc1ccc(F)cc1
#27 O=C(O)C1(c2ccccc2)CCN(S(=O)(=O)c2ccc(Br)cc2)CC1
#28 CCC(=O)N1C[C@@H](C)[C@H](OC)CN(C)C(=O)c2cc(NC(=O)Nc3ccc(Cl)cc3)ccc2OC[C@@H]1C
#29 O=C(CN1C(=O)NC(c2ccc(F)cc2)C1=O)Nc1ccc2c(c1)OCCO2 (configuration not stated)
#30 NS(=O)(=O)c1cccc(NC(=O)c2cccc(-c3ccc(O)cc3)c2)c1
#31 O=C(Nc1cc(Cl)ccc1C(=O)O)c1ccc(CN2C(=O)c3ccccc3C2=O)cc1
#32 O=C(COC(=O)c1ccco1)Nc1nnc(-c2ccccc2)o1

assay / entry,25,26,27,28,29,30,31,32
RAD52 inh,-4,2,-12,-15,-10,-6,-9,-17
XiGFP reactiv,0.0,-0.1,0.0,0.3,0.2,0.0,0.0,0.0
E-sel inducer,/,-0.3,/,-0.1,/,/,0.3,-0.2
esBAF inh,/,3,-1,-6,-3,0,-8,-9
RAD54 inh,/,-15,-3,5,-5,1,9,/
S100A4 inh HTS,5,13,-6,-1,0,-1,0,-10
ERp5 inh,-5,-1,-7,-4,-14,3,-16,-13
ERAP1 inh,-6,0,2,-2,0,-1,2,1

Reprinted at random: 5 compounds from above
#29 O=C(CN1C(=O)NC(c2ccc(F)cc2)C1=O)Nc1ccc2c(c1)OCCO2 (configuration not stated)
#27 O=C(O)C1(c2ccccc2)CCN(S(=O)(=O)c2ccc(Br)cc2)CC1
#30 NS(=O)(=O)c1cccc(NC(=O)c2cccc(-c3ccc(O)cc3)c2)c1
#25 Cc1cc(=O)oc2cc(N3C(=O)CC(Cc4ccccc4)C3=O)ccc12 (configuration not stated)
#31 O=C(Nc1cc(Cl)ccc1C(=O)O)c1ccc(CN2C(=O)c3ccccc3C2=O)cc1

assay / entry,29,27,30,25,31
RAD52 inh,-10,-12,-6,-4,-9
XiGFP reactiv,0.2,0.0,0.0,0.0,0.0
E-sel inducer,/,/,/,/,0.3
esBAF inh,-3,-1,0,/,-8
RAD54 inh,-5,-3,1,/,9
S100A4 inh HTS,0,-6,-1,5,0
ERp5 inh,-14,-7,3,-5,-16
ERAP1 inh,0,2,-1,-6,2

More entries
#33 O=C(O)C(=O)/C(=C\c1ccc(Cl)cc1)c1ccc2ccccc2n1
#34 Cc1c(CCOC(=O)c2cc([N+](=O)[O-])cc([N+](=O)[O-])c2)sc[n+]1CCCCS(=O)(=O)[O-]
#35 O=C(NC1CCCC1)C(c1ccc(Cl)cc1)N1CCOCC1 (configuration not stated)
#36 Cc1nn(CCC(N)=S)c2nc(-c3cccs3)cc(C(F)(F)F)c12
#37 O=C1CCCCN1CCCC(=O)N1CCCC(Nc2ccc(F)cc2)C1 (configuration not stated)
#38 Cc1ccc(/C=C/C(=O)Nc2sc3c(c2C#N)CCCC3)o1
#39 CC(C)NC(=O)N(C)C[C@H]1OCCCC[C@@H](C)Oc2ccc(NC(=O)Cc3ccccc3)cc2C(=O)N([C@@H](C)CO)C[C@H]1C
#40 CCOc1cc(NC(=S)NCc2ccccc2)c(OCC)cc1NC(=O)C(C)C

assay / entry,33,34,35,36,37,38,39,40
RAD52 inh,-119,-3,-7,-11,-6,-24,-6,10
XiGFP reactiv,0.4,0.1,0.2,0.0,0.1,0.1,0.1,0.0
E-sel inducer,7.6,2.8,-0.4,0.1,/,/,-0.1,0.0
esBAF inh,32,/,3,/,-3,6,/,-4
RAD54 inh,-14,/,5,/,-7,-1,-10,-5
S100A4 inh HTS,-1,-1,0,1,-2,-3,2,5
ERp5 inh,2,5,4,-7,-14,2,1,-1
ERAP1 inh,-5,1,4,3,1,10,2,-2

#41 COc1cccc(NC(=O)N2CCc3nc(Nc4cc(Cl)cc(Cl)c4)ncc3C2)c1
#42 C[C@@H]1CN([C@H](C)CO)S(=O)(=O)c2ccc(C#Cc3ccc(F)cc3)cc2O[C@@H]1CN(C)C(=O)c1ccccn1
#43 COc1ccc2c3c([nH]c2c1)[C@@H](CO)N(C(=O)Nc1ccc(F)cc1)CC31CCN(C(=O)c2ccccn2)CC1
#44 COc1ccc2c3c([nH]c2c1)[C@@H](CO)N(C(=O)Nc1ccccc1F)CC31CN(C(C)=O)C1
#45 C[C@H](O)C#Cc1ccc2c(c1)O[C@H](CN(C)Cc1ccncc1)[C@H](C)CN([C@@H](C)CO)S2(=O)=O
#46 O=C(CCN1C(=O)C2C3C=CC(C3)C2C1=O)Nc1ccccc1 (configuration not stated)
#47 CN(C)CC#Cc1ccc([C@@H]2[C@@H](CO)N3CCCCN(C(=O)NC4CCCC4)C[C@@H]23)cc1
#48 O=C(NCc1nnc(SCC(=O)N2CCCC2)o1)c1ccc(F)cc1

assay / entry,41,42,43,44,45,46,47,48
RAD52 inh,-73,-2,1,7,3,-14,-1,-20
XiGFP reactiv,0.0,0.5,0.4,0.0,-1.4,-0.1,0.0,0.3
E-sel inducer,0.1,-0.4,0.5,0.2,0.1,1.9,0.6,/
esBAF inh,0,-8,/,/,-18,/,/,-3
RAD54 inh,-5,-9,/,/,-10,/,2,-5
S100A4 inh HTS,2,2,1,1,-6,6,32,5
ERp5 inh,1,-3,2,-1,-1,1,3,12
ERAP1 inh,1,2,3,6,0,-2,0,3

#49 CCOC(=O)N1CCC(NC(=O)c2ccc3c(c2)ncn3C2CCCC2)CC1
#50 CCN(C(=O)COC(=O)c1ccc(Cl)cc1N)C1CCCCC1
#51 CC(=O)c1nn(-c2cccc(C(F)(F)F)c2)c(=O)[nH]c1=O
#52 CN1CCN(C(=O)c2ccccc2NC(=O)c2sc3ccccc3c2Cl)CC1
#53 C[C@H](CO)N1C[C@H](C)[C@H](CN(C)Cc2ccc(-c3ccccc3)cc2)Oc2c(NS(C)(=O)=O)cccc2C1=O
#54 O=C1CC(N2CCC(c3nc4ccccc4o3)CC2)C(=O)N1 (configuration not stated)
#55 Cc1ccc(C(=O)C2=C(O)C(=O)N(Cc3ccco3)C2c2cccc(Cl)c2)o1 (configuration not stated)
#56 O=C(CNCc1cccs1)Nc1ccc(OC(F)(F)F)cc1
#57 COCc1ccc(CN2CCCC(C(=O)Nc3ccccc3-c3ccc(OC)cc3)C2)o1 (configuration not stated)
#58 C[C@@H]1CCCCO[C@@H](CN(C)C(=O)Nc2ccc(C(F)(F)F)cc2)[C@H](C)CN([C@H](C)CO)C(=O)c2cc(NS(=O)(=O)c3cccs3)ccc2O1

assay / entry,49,50,51,52,53,54,55,56,57,58
RAD52 inh,0,-17,-7,7,14,-11,-11,-5,-12,-54
XiGFP reactiv,/,0.1,0.1,0.2,0.2,-0.1,0.0,0.1,0.0,0.0
E-sel inducer,/,/,-0.1,/,-0.1,/,-0.2,1.0,/,-0.1
esBAF inh,1,/,4,-1,-3,-6,-5,2,-3,6
RAD54 inh,6,/,-1,7,-9,/,6,1,14,-3
S100A4 inh HTS,3,-6,-12,-4,6,3,3,-7,2,-7
ERp5 inh,1,-1,-3,1,2,-3,7,-1,6,-3
ERAP1 inh,5,-5,2,1,0,-2,2,0,1,-3

An unsorted share of the library, and some 2.5% of all compounds hit somewhere here.
